# MsrA act = bovine methionine sulfoxide reductase A activation | purified bovine MsrA, absorbance read-out | activation, % at 10.6 µM | 360,000 tested, 0.3% active | AID 602163; in the data active = activation above about 7.5%;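 also: 0% = vehicle and 100% = reference activator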
# Scp-1 inhibitor = inhibitors of human Scp-1 phosphatase. Q9GZU7. Recombinant Scp1, phosphopeptide, malachite green phosphate absorbance. inhibition, % at 20 µM. 340,000 tested, 0.88% active. AID 493091;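 active = inhibition above about 50% at 20 µM, limit read from the data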;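 also: plate controls were DMSO wells with enzyme for no effect and wells lacking enzyme for full effect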
# Target sequence (Q9GZU7 76-261 limits assumed): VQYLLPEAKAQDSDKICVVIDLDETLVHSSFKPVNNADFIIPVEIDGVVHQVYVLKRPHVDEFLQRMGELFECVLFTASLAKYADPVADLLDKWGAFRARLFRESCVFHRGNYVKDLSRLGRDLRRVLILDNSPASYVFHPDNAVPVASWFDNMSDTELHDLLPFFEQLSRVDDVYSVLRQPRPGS
#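 Times: enzyme reaction 45 min at room temperature, colour 5 min, stabilisation 30 min. Material: SCP-1 catalytic fragment, aa 76-261. Medium: Acidic Tris acetate buffer with magnesium and detergent. Signal: colorimetric free-phosphate detection, absorbance 630 nm. Read-out basis: % inhibition of SCP-1 phosphate liberation. Reagent: Phosphorylated 17-residue peptide substrate.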
# SUMO1 PPI mod = SUMO1-SIM interaction modulation; P63165; SUMO1 binding to a labelled peptide, TR-FRET, 1 h; inhibition, % at 20 µM; 360,000 tested, 0.33% active; in the data active = inhibition above about 37%
# STEP block = STEP (human) phosphatase inhibition. P54829. recombinant STEP, OMFP fluorogenic substrate, fluorescence. inhibition, % at 20 µM. 360,000 tested, 0.25% active. AID 588621;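 active = inhibition at 20 µM, scaled per plate between control wells, above about 37%, limit read from the data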;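 also: 0% = DMSO with enzyme and substrate and 100% = substrate only without enzyme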
#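 Measure: Control-normalized % inhibition with plate pattern correction | Test system: STEP phosphatase, cell-free reaction | Medium: pH 6.0 Bis-Tris with DTT and Tween 20 | Technique: Fluorescence, 480/540 nm | Times: Reaction 20 min, ambient temperature | Doses: Single compound dose of 20 µM, 1% DMSO final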
# DNMT1 inh = inhibitors of human DNMT1 | inhibition (reported as % activation of signal), % at 10 µM | 360,000 tested, 0.83% active | DNMT1 molecular beacon, Hinp1I cleavage, fluorescence | P26358 | AID 588458; in the data active = inhibition above about 50%
# eLon inh = E. coli protease La inhibition | P0A9M0 | purified E. coli Lon protease, fluorescence polarization | inhibition, % at 7.94 µM | 360,000 tested, 0.42% active | AID 602123; in the data active = inhibition above about 13%, passing the limit was not always enough;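 also: 0% = enzyme with probe and DMSO and 100% = no enzyme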
# CendR NRP1 mod = alters CendR peptide binding to human NRP-1 | FAM-RPARPAR peptide binding to NRP-1, fluorescence polarization | 360,000 tested, 0.85% active | AID 602438 | inhibition, % at 25 µM | O14786;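 active = inhibition or corrected inhibition above about 18%, plus a signal ratio from 0.5 to 1.5, limit read from the data, passing the limit was not always enough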; also: strong numbers were not always called active
# Target sequence (O14786 whole entry, looked up): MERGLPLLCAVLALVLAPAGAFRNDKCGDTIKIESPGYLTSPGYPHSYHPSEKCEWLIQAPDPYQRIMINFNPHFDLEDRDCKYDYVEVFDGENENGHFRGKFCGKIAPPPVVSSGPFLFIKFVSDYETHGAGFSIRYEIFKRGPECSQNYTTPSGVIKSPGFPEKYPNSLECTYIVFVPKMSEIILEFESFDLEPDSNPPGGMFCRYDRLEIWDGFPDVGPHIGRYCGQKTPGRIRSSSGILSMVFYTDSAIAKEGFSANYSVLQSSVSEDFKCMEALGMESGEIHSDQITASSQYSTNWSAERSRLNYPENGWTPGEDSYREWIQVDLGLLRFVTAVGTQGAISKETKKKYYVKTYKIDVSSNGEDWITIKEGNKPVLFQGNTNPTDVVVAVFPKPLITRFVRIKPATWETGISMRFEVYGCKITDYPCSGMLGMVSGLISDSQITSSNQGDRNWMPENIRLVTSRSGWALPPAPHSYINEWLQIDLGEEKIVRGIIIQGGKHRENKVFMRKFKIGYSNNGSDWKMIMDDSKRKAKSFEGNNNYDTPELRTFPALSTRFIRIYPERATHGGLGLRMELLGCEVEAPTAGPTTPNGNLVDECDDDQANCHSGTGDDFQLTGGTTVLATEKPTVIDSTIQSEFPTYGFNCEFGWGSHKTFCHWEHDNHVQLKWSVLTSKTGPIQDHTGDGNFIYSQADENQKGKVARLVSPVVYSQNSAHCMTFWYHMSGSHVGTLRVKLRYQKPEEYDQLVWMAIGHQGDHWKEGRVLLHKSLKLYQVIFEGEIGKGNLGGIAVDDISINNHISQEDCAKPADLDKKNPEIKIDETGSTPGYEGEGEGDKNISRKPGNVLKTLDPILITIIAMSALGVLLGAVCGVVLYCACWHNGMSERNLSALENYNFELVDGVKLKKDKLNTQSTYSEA
# TbMetRS inhib = blocks T. brucei methionyl-tRNA synthetase activity; purified T. brucei MetRS, ATP depletion, Kinase-Glo luminescence; inhibition, % at 11.9 µM; 360,000 tested, 0.4% active;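 active = inhibition above a per-plate cutoff of the control wells' mean inhibition plus 3 SD, cut at about 5.5% in these data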;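 also: 0% = DMSO wells median and 100% = median of wells with control inhibitor compound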
#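 Test system – parasite MetRS enzyme · Reagent – substrates ATP, L-methionine and bulk Escherichia coli tRNA · Doses – 11.9 µM compound single dose, 0.9% DMSO · Times – 15 min enzyme-compound preincubation, 2 h reaction, 10 min detection, 25 °C · Signal – Kinase-Glo luminescence, ATP depletion format · Controls – DMSO-only wells as low control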
# LMPTP block = blocks human LMPTP phosphatase. P24666. recombinant LMPTP-A, OMFP fluorogenic substrate, fluorescence intensity. inhibition, % at 20 µM. 360,000 tested, 0.22% active. AID 651560;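 active = compounds that cut the enzyme signal by at least half of the control window in the single-dose screen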;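 also: plate controls were DMSO wells with enzyme plus substrate for no effect and substrate without enzyme for full effect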
#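 Assay system: LMPTP-A enzyme. Input: 0.625 nM LMPTP-A final. Probe or stimulus: 400 µM OMFP. Compound dosing: single 20 µM dose. Schedule: 50 min dark incubation at room temperature. Detection: fluorescence intensity of OMFP turnover product. Read-out: percent inhibition versus substrate-only and uninhibited controls. Benchmarks: no-enzyme low control, uninhibited high control.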
# MsrA inh = inhibitors of bovine MsrA; purified bovine MsrA, absorbance read-out; inhibition, % at 15.5 µM; 360,000 tested, 0.75% active; AID 651718; in the data active = inhibition above about 4.5%;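 also: 0% = vehicle wells with enzyme and 100% = reference inhibitor wells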
# * marks the source's active call; other numbers are inactive results; nt = no result given. Rows were taken by chance; overall some 4.3% were active at least once.
SMILES,MsrA act,Scp-1 inhibitor,SUMO1 PPI mod,STEP block,DNMT1 inh,eLon inh,CendR NRP1 mod,TbMetRS inhib,LMPTP block,MsrA inh
CCOc1ccc(C(=O)CCC(=O)NN2CCCCC2)cc1,-2,nt,2,1,5,3,-28,-0.2,-1.0,0.7
CC(=O)Nc1ccc(S(=O)(=O)N(C)CC(=O)NCCC2=CCCCC2)cc1,-1,-4,0,-1,1,5,3,0.1,0.6,-0.7
CCOc1ccc(Oc2ccccc2NC(=O)CCc2nc3ccccc3c(=O)[nH]2)cc1,-2,nt,-4,-2,1,-6,3,0.3,-7.2,0.3
CCOC(=O)c1c(NC(=O)COC(=O)CCOc2cc(C)ccc2C)sc(C(=O)N(C)C)c1C,-2,-13,14,2,-13,-19,-18,-0.2,2.5,0.3
CC(C)C(OC(=O)c1cccs1)C(=O)NCc1ccc2c(c1)OCO2 (stereo not drawn),-2,-3,6,-1,1,-3,2,-0.3,1.8,-0.4
CCOc1ccc(NC2=NC(C(=O)NCc3ccccc3)CC(=O)N2)cc1 (stereo not drawn),-4,-2,-2,-1,6,-6,-7,0.2,0.0,-0.7
Cc1ccc2c(c1)cc1c(=O)[nH]ncn12,-2,1,-12,-7,2,3,8,-0.6,-3.5,-0.2
CCOC(=O)c1cc(-c2cccc(O)c2)oc1C,1,nt,5,nt,nt,-4,-10,-0.5,13,-1.3
Cc1ccsc1C(=O)N/N=C/c1ccc([N+](=O)[O-])cc1,-6,-6,-11,-2,9,-2,-14,-0.2,0.5,0.8
Cc1ccc(C)c(S(=O)(=O)N2CCCOC2CNC(=O)C(=O)NCCCn2ccnc2)c1 (stereo not drawn),-3,-7,1,5,3,3,5,-0.9,-5.4,-0.3
Cc1cccc(NS(=O)(=O)c2c(C)n[nH]c2C)c1,-6,4,2,-2,4,4,-2,-0.7,-2.7,0.2
CCCCS(=O)(=O)/C=C/[C@H]1[C@H](S(=O)(=O)CCCC)[C@H]2C=C[C@@H]1C2,-2,-3,2,-1,1,-1,8,0.2,-1.2,1.2
CC1C=CCC2C(=O)N(c3cccc(C(=O)N4CCCCCC4)c3)C(=O)C12 (stereo not drawn),0,21,-2,3,-5,1,2,-0.4,-0.3,-1.4
CCC(CC)C(=O)Nc1c2c(nn1-c1ccc(OC)cc1)CS(=O)C2 (stereo not drawn),-3,-9,0,1,9,-3,-2,1.0,-1.1,0.6
Cc1cc(C(=O)CCC(=O)N2CCN(S(=O)(=O)c3cccs3)CC2)c(C)s1,-11,-6,2,-3,0,-30,-15,-1.6,1.3,0.3
OCC[C@@H]1C[C@H](O)[C@@H](O)[C@@]2(OCc3ccc(CO)cc32)O1,-1,nt,2,2,-1,-3,7,0.4,-1.9,-0.7
O=C(COC(=O)c1ccc(O)cc1)NCCCc1ccccc1,0,-4,0,1,3,10,-7,-0.3,-0.3,0.1
COc1ccccc1N1CCN(C(=O)c2ccc(-c3ccccc3)cc2)CC1,-1,-1,3,-1,-3,2,10,-0.8,1.6,-1.2
CC1C2CCC(C2)C1OC(=O)c1ccccc1C(=O)O (stereo not drawn),1,nt,2,-4,4,-6,2,-0.1,-1.3,-0.4
COc1ccc(-c2c(C#N)c(N)nc3c2CCC3)cc1,-3,-8,0,0,-2,0,2,0.1,0.5,1.9
CCCS(=O)(=O)NC(=O)C1(C)CCCN(C(=O)COc2ccccc2)C1 (stereo not drawn),1,nt,3,-3,0,-4,0,0.1,-3.7,0.7
Cc1ccc(NC(=O)CCCSc2nc3ccccc3[nH]2)cc1,-4,-5,4,1,-3,2,6,0.6,0.9,0.9
CCn1c(=O)cc(SCC(=O)NCCCN2CCN(c3ccc(F)cc3)CC2)c2ccccc21,-2,-4,3,-1,-2,-2,-18,-1.2,1.1,0.1
Cc1ccc(SC(C)C(=O)N2CCCC2)cc1 (stereo not drawn),-5,4,2,1,4,-5,3,-0.4,-2.8,0.0

# Only CendR NRP1 mod, for 3 of the compounds above:
compound | CendR NRP1 mod
CC1C=CCC2C(=O)N(c3cccc(C(=O)N4CCCCCC4)c3)C(=O)C12 (stereo not drawn) | 2
CCC(CC)C(=O)Nc1c2c(nn1-c1ccc(OC)cc1)CS(=O)C2 (stereo not drawn) | -2
Cc1cc(C(=O)CCC(=O)N2CCN(S(=O)(=O)c3cccs3)CC2)c(C)s1 | -15

# (listing goes on)
SMILES,MsrA act,Scp-1 inhibitor,SUMO1 PPI mod,STEP block,DNMT1 inh,eLon inh,CendR NRP1 mod,TbMetRS inhib,LMPTP block,MsrA inh
CN(CC(=O)Nc1ncn[nH]1)S(=O)(=O)c1ccc(Br)cc1,-6,-8,0,0,1,-18,-1,-0.2,-1.3,1.4
COc1ccc(C)cc1NC(=O)c1cc(C2CC2)nc2c1c(C)nn2C1CCS(=O)(=O)C1 (stereo not drawn),-3,-5,-3,-1,0,-3,-5,0.0,-0.2,0.2
Cc1oc(-c2cccc(C(F)(F)F)c2)nc1CN1CCOCC1,-2,-3,-4,0,1,6,5,0.5,-0.5,1.3
COC(=O)CSc1cc(C)nc(SC)n1,-1,-8,0,-1,-3,-2,-3,-0.1,-1.2,-0.5
CCCOP(=O)(c1ccc(N(C)C)cc1)C(O)c1cc(OC)c(OC)c(OC)c1 (stereo not drawn),-3,-7,-3,0,1,-5,0,-0.5,-0.8,-0.4
O=[N+]([O-])c1ccc(Oc2cccnc2)c([N+](=O)[O-])c1,0,-8,-44,-3,7,-5,6,0.3,-1.3,4.5*
CCc1noc(C)c1C(=O)OCC(=O)N(CCOC)c1c(N)n(Cc2ccccc2)c(=O)[nH]c1=O,-4,-9,-2,-4,-1,0,2,-0.2,0.7,0.1
Cc1cc([N+](=O)[O-])ccc1NC1CCCC1,-4,-11,-25,0,-1,-9,2,0.2,2.2,0.1
O=c1oc(-c2ccccc2Br)nc2ccccc12,5,-3,4,-1,-1,-2,4,-0.1,0.1,0.6
O=C1c2c(O)cc(O)cc2O[C@H](c2ccc(O)c(O)c2)[C@H]1O,-3,-16,-5,-2,6,9,-5,0.6,-0.1,3.2
CCC(C)(C)n1nnnc1C(c1ccc(C)cc1)N1CCN(Cc2ccc3c(c2)OCO3)CC1 (stereo not drawn),8.7*,66*,1,-11,2,-7,8,-0.6,-0.7,0.0
CCC1=C(NCc2ccccc2)COC1=O,-2,nt,3,3,4,0,5,-0.2,-0.9,-0.6
CCOc1ccccc1N(C)C(=O)c1cc2c(=O)n(CC)c3ccccc3c2s1,-10,6,-8,4,1,6,8,-1.5,3.5,0.2
O=C(CCC(=O)Nc1ccccc1)N/N=C/c1ccc2c(c1)OCO2,-3,-8,-17,-2,1,-5,2,-0.2,1.8,1.4
COc1ccccc1/C=C1\SC(=S)N(NS(=O)(=O)c2ccccc2)C1=O,-5,-3,-18,0,1,5,-12,-0.5,0.2,2.1
COc1ccc(/C=N/OC(=O)Nc2ccc(Cl)cc2)c(OC)c1,-13,-15,3,-2,1,7,-4,-1.2,0.1,-0.1
COc1ccc(/C=C/C(=O)Nc2cc(S(=O)(=O)N3CCOCC3)ccc2C)cc1OC,-9,-12,0,-1,0,0,-3,-0.5,-1.8,3.2
O=C(CN1C(=O)c2ccccc2S1(=O)=O)c1ccccc1Cl,-3,nt,2,1,2,-7,-1,-0.5,1.0,-1.6
CCCNC(=O)c1ccc(Cn2cc(C(F)(F)F)ccc2=O)cc1,-5,-3,0,2,5,-7,-7,-0.2,0.7,1.4
Cc1cc(NC(=O)COc2coc(CN3CCN(c4ccc(F)cc4)CC3)cc2=O)no1,-2,0,1,-1,1,-1,18,-0.3,-0.3,0.2
CCC(=O)NC(=Nc1nc2ccccc2s1)NC(=O)CC,-6,1,-3,0,2,1,7,-0.6,-1.4,0.8
OC(COc1ccc(OCC(O)CN2CCN(Cc3ccccc3)CC2)cc1)CN1CCN(Cc2ccccc2)CC1 (stereo not drawn),-2,-1,1,-2,3,2,5,-0.4,4.1,1.1
Cc1onc(-c2ccccc2)c1C(=O)OCC(=O)Nc1cc(S(=O)(=O)N2CCOCC2)ccc1Cl,-1,-13,-4,1,-2,0,8,0.9,1.0,-0.3
COc1ccc(N/C=C\C(=O)c2ccc(Br)cc2)cc1OC,-2,-6,-2,-6,-1,-13,-176,0.3,0.3,0.5
CCOc1cc(NC(=S)NCCCN2CCOCC2)c(OCC)cc1NC(=O)CC(C)C,-3,-2,1,7,1,4,-2,-0.2,-5.1,-0.4
CN(C)NC(=S)NC1CC2CCC1C2 (stereo not drawn),-2,-16,3,1,0,1,2,0.1,-1.2,-0.3
CC(=O)c1cn(C)c(=O)n(C)c1=O,-2,-4,-2,1,-1,5,10,0.0,-1.2,-0.3
CC(OC(=O)Cc1n[nH]c(=O)c2ccccc12)C(=O)Nc1ccc(F)cc1 (stereo not drawn),-2,-7,6,0,1,-7,-13,-0.1,-2.4,0.2
C#CCn1cc(Cl)cc(C(=O)Nc2ccccc2)c1=O,-3,-8,-21,-2,0,3,-5,-0.3,0.2,3.0
Cn1c(C(=O)OCC(=O)NCc2cccs2)cc2sccc21,-14,-3,-6,-2,4,-12,2,-1.7,0.1,-1.4
CN(CC(=O)Nc1cc(C(F)(F)F)ccc1-n1cncn1)Cc1nc2ccccc2c(=O)[nH]1,-1,0,3,-2,2,-8,6,0.0,-0.1,-0.6
Cc1ccc2nc(NC(=O)C3CCN(S(=O)(=O)c4cc([N+](=O)[O-])ccc4Cl)CC3)sc2c1,-4,64*,3,0,60*,6,5,-0.9,3.6,-0.1
CCOC(=O)C1(Cc2cccc(F)c2)CCN(C(=O)COC)CC1,-6,3,-3,-2,-1,7,-1,-1.0,1.5,1.3
CN(C)C(=S)NC(C)(C)C,-3,11,0,0,1,-5,15,3.3,-0.9,0.8
Cc1ccc(N(CC(=O)NCc2ccc3c(c2)OCO3)C(=O)CCC(=O)Nc2ccccn2)cc1,-9,8,1,-1,-2,8,6,-0.6,1.0,0.0
Cc1cc2c(cc(C(=O)O)n2C)s1,0,-8,2,-4,2,-4,7,0.3,-1.1,-0.2
COCCCNC(=O)C[C@@H]1C[C@@]2(C(=O)OC)CCCCC=C2N(Cc2ccco2)C1=O,-2,nt,3,nt,nt,-1,1,-0.8,-1.3,-0.7

# Records above that bear a hit mark in MsrA act:
structure	MsrA act	Scp-1 inhibitor	SUMO1 PPI mod	DNMT1 inh	eLon inh	CendR NRP1 mod	TbMetRS inhib	LMPTP block	MsrA inh
CCC(C)(C)n1nnnc1C(c1ccc(C)cc1)N1CCN(Cc2ccc3c(c2)OCO3)CC1 (stereo not drawn)	8.7*	66*	1	2	-7	8	-0.6	-0.7	0.0

# Source: PubChem BioAssay
